KCNH2 3.1 inh = qHTS for Inhibitors of KCHN2 3.1: Mutant qHTS | activity change, % (tested at about 1.8 µM) | 340,000 compounds, 0.95% hits | AID 720553, 2013 | U2OS KCNH2 3.1, thallium flux FluxOr; active compounds read low | Potassium voltage-gated channel subfamily H member 2, brain isoform KCNH2 3.1 (human);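 active means maximum activity change below -70%; inconclusive means maximum activity change from -70% to -50%; inactive means maximum activity change above -50%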;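 further: thallium influx rate constant from kinetic fluorescence after stimulation buffer; on the % scale 0 is the no-effect control and ±100 the full control effect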
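We transduce U2OS cells with the mutant 3.1 virus, culture them overnight, load FluxOr with Red40 quencher for 45 min, then add stimulation buffer and read kinetically for 2 min to derive a normalized rate constant.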
RORg inh = qHTS for inhibitors of ROR gamma transcriptional activity | Nuclear receptor ROR-gamma (Mus musculus), P51450 | Drosophila S2 Gal4-RORgamma UAS-luciferase reporter, 20 h | Potency, µM (top dose mostly 53.6 µM), for inactives: at the highest dose activity change, negative = inhibition, hits mostly inhibitors | 310,000 compounds, 5.4% hits; further: potency means the concentration at half of the fitted maximal effect; on the % scale 0 is the no-effect control and ±100 the full control effect; nearly all actives have a fitted effect of over 60% in size
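Read-out: Photinus luciferase luminescence; inhibitors lower reporter signal. Insect Schneider cells with Gal4-ROR gamma fusion under metallothionein promoter, UAS reporter; 700 uM final copper sulfate induction, 20 hr, ambient temperature.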
Rab9 promoter act = qHTS Assay for Rab9 Promoter Activators; Huh7 Rab9 promoter-luciferase reporter, luminescence, 24 h; Potency, µM (series often up to 9.22 µM), for the others: at the highest dose activation, negative = inhibition, actives largely listed as activators; 320,000 compounds, 2.8% hits; AID 485297, 2010; further: potency means the concentration at half of the fitted maximal effect; % of control where 0% means no effect; nearly all actives have a fitted effect of over 60% in size
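Stable Rab9-luc Huh7, 1500 cells/well, 2 h settle; cmpd in DMSO, 24 h, 37 °C/5% CO2; luciferase reagent 10 min RT; luminescence.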
NPC1 prom act = qHTS Assay for NPC1 Promoter Activators | 320,000 compounds, 2.4% hits | Huh7 NPC1 promoter luciferase reporter, 24 h | Potency, µM (titrated, usually from 9.22 µM), for the others: at the highest dose activation, hits mostly activators;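 further: potency means the concentration at half of the fitted maximal effect; % of control where 0% means no effect; nearly all actives have a fitted effect of over 60% in size; reporter is driven by a mutant NPC1 promoter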
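Luminescence read-out of NPC1 promoter-driven luciferase in stably transfected Huh7 cells; compounds delivered in DMSO and left 24 h at 37C, 5% CO2, qHTS titration format.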
ELG1 DNA repair = qHTS screen for small molecules that inhibit ELG1-dependent DNA repair in human embryonic kidney (HEK293T) cells expressing luciferase-tagged ELG1 | HEK293T ELG1-luciferase reporter, luminescence, 16 h; DNA damage induced by 5-fluorouridine | Potency, µM (top dose mostly 46.1 µM), for the others: at the highest dose activity change, negative = inhibition, most hits filed as inhibitors | 330,000 compounds, 2.3% hits; further: potency means the concentration at half of the fitted maximal effect; on the % scale 0 is the no-effect control and ±100 the full control effect; nearly all actives have a fitted effect of over 55% in size
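Overnight (16 hr) co-exposure of 2,000 cells/well to 5-fluorouridine and compound at 37 °C preceded detection. Luciferase was quantified via ONE-Glo luminescence; loss of signal denotes inhibition.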
Gal4-VP16 FLuc = VP16 counterscreen qHTS for inhibitors of ROR gamma transcriptional activity | Drosophila S2 Gal4-VP16 UAS-luciferase, luminescence, 20 h | Potency, µM (highest dose often 53.6 µM), for inactives: at the highest dose activity, negative = inhibition, usual class: inhibitors | 310,000 compounds, 3.5% hits | AID 2546, 2010;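 further: Gal4-VP16 expression switched on by copper sulfate through the metallothionein promoter; potency means the concentration at half of the fitted maximal effect; on the % scale 0 is the no-effect control and ±100 the full control effect; nearly all actives have a fitted effect of over 50% in size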
MBNL1 CUG block = qHTS Assay for Inhibitors of MBNL1-poly(CUG) RNA binding; TR-FRET MBNL1-His/biotin-(CUG)12 binding, 665/545 ratio; Potency, µM (highest dose often 57.5 µM), without a hit: at the top dose activity change, negative = inhibition, usual class: inhibitors; 280,000 compounds, 0.036% hits; Muscleblind-like protein 1 (Homo sapiens), Q9NR56; active means well fitted inhibition curve with a large enough effect in the signal ratio, with a control signal flat, not every such curve was filed as active; inconclusive means small, poorly fitted or top-dose-only effect, or effect the other way, or a change in a side signal; inactive means no such curve, though single readings can be large or run the other way; the % refers to the signal ratio; further: potency means the concentration at half of the fitted maximal effect; on the % scale 0 is the no-effect control and ±100 the full control effect
Target sequence (Q9NR56 whole entry, looked up): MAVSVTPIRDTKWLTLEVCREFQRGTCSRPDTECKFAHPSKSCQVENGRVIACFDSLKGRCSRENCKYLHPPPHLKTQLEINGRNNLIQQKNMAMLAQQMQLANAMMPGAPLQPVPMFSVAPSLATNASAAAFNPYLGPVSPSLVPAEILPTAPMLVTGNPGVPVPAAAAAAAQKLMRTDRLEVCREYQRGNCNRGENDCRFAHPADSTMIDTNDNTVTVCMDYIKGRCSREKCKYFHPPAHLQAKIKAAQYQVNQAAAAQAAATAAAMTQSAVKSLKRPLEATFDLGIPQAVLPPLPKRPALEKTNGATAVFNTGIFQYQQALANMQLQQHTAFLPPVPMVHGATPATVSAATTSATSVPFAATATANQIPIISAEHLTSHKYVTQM
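TR-FRET between His-tagged MBNL1 and biotin-(CUG)12 RNA, detected with Tb anti-His antibody (0.055 ng/ul) and streptavidin-XL665 (5 nM), 60 min at room temperature. Compounds titrated 92 nM to 58 uM; 665/545 nm ratio normalized to buffer and complex controls.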
PKM2 activator = qHTS Assay for Activators of Human Muscle isoform 2 Pyruvate Kinase; purified PKM2, Kinase-Glo ATP luminescence, activation; response scale: 0% is enzyme alone, no compound; Potency, µM (titrated, usually from 57.5 µM), without a hit: at the top dose activation, usual class: activators; 260,000 compounds, 0.34% hits; AID 1631, 2009; further: potency means the concentration at half of the fitted maximal effect; on the % scale 0 is the no-effect control and ±100 the full control effect; nearly all actives have a fitted effect of over 55% in size
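Kinase-Glo luminescence reports ATP generated from ADP (0.1 mM) and PEP (0.5 mM) by purified hPK-M2 after 1 h at room temperature, pH 7.2 imidazole buffer; intermediate enzyme activity allows detecting inhibitors and activators.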
FLuc counter = qHTS profiling assay for firefly luciferase inhibitor/activator using purifed enzyme and Km concentrations of substrates (counterscreen for miR-21 project); Luciferin 4-monooxygenase (Photinus pyralis), P08659; purified FLuc, Km substrates, luminescence inhibition; Potency, µM (highest dose often 57.5 µM), for the others: at the top dose activity change, negative = inhibition, hits mostly inhibitors; 360,000 compounds, 6.9% hits;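 further: potency means the concentration at half of the fitted maximal effect; plate controls were vehicle for no effect and reference inhibitor for full effect; nearly all actives have a fitted effect of over 55% in size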
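Biochemical qHTS of compounds, final roughly 60 µM downward over six points, against 10 nM purified firefly luciferase using Km concentrations of substrates (10 uM D-luciferin, 10 uM ATP) in Tris acetate pH 7.5 buffer; luminescence output.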
Menin-MLL TR inh = qHTS Assay for Inhibitors Targeting the Menin-MLL Interaction in MLL Related Leukemias: Competition With Texas Red Labeled MLL-derived Mutant Peptide. O00255. Menin + Texas Red MLL mutant peptide, fluorescence polarization. Potency, µM (doses to about 61.6 µM), inactives show at the top dose FP activity change, negative = inhibition, usual class: inhibitors. 270,000 compounds, 0.23% hits; active means well fitted inhibition curve with a large enough effect in the polarisation, with a control signal flat, not every such curve was filed as active; inconclusive means small, poorly fitted or top-dose-only effect, or effect the other way, or a change in a side signal; inactive means no such curve, though single readings can be large or run the other way; the % refers to the polarisation; further: potency means the concentration at half of the fitted maximal effect; % of control where 0% means no effect; many of its hits are not listed in these tables
Target sequence (O00255 whole entry, looked up): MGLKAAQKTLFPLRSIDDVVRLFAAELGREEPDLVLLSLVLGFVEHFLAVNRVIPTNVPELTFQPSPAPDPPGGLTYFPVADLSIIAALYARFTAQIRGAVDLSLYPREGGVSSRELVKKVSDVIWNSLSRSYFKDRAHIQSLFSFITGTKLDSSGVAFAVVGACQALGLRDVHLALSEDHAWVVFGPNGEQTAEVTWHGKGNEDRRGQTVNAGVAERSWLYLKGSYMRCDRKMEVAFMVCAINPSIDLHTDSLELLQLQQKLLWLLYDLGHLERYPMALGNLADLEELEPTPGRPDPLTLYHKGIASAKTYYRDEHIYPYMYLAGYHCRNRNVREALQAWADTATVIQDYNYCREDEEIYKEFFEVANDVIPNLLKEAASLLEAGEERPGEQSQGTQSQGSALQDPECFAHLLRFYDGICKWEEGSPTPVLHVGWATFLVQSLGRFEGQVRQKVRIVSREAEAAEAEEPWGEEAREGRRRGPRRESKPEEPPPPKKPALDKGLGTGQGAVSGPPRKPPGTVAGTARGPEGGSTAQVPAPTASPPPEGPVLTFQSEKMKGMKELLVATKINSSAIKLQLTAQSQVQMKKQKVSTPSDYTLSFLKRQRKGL
Mito fusion yeast = qHTS Assay for Small Molecule Inhibitors of Mitochondrial Division or Activators of Mitochondrial Fusion; S. cerevisiae fusion-defective mutant growth rescue, CellTiterGlo 48 h; Potency, µM (doses to about 46.1 µM), inactives show at the highest dose growth rescue (activation), actives largely listed as activators; 320,000 compounds, 0.23% hits; AID 485298, 2010;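 further: potency means the concentration at half of the fitted maximal effect; % of control where 0% means no effect; nearly all actives have a fitted effect of over 45% in size; temperature-sensitive fusion mutants such as fzo1-1 at 37 °C on non-fermentable ethanol glycerol medium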
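Compounds are tested for their ability to restore growth of mitochondrial fusion-defective yeast strains at non-permissive 37C in YPEG medium over 48 hours. Viability is quantified by luciferase luminescence.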
Starred values were filed as active, the others as inactive; ? = inconclusive; / = no result given; [ ] = another dose, or the depositor's remark. Unless noted, the call rests on the fitted dose curve; in most records, active means well fitted curve in the direction sought with a large enough effect; inconclusive means small, poorly fitted or top-dose-only effect, or another doubt; inactive means no such curve, though single readings can be large; an effect the other way counts as inactive or inconclusive.

SMILES	KCNH2 3.1 inh	RORg inh	Rab9 promoter act	NPC1 prom act	ELG1 DNA repair	Gal4-VP16 FLuc	MBNL1 CUG block	PKM2 activator	FLuc counter	Menin-MLL TR inh	Mito fusion yeast
Cc1cc(=O)[nH]c(SCc2ccccc2)n1	-6	3%	1%	4%	26%	-21%	?	0%	-10%	-12%	3%
CCOCCOC(=O)C1=C(C)N(C)C(=O)NC1c1cc(Cl)c(O)c(OCC)c1 (stereo not given)	7	?	0%	-1%	?	-4%	1%	5%	?	-11%	-1%
O=C(Nc1ccccc1)N1CCn2c(nc3ccccc32)C1	-4	-1%	-9%	1%	?	-7%	-11%	7%	5%	4%	0%
Cc1ccc2occ(/C=N/NC(N)=S)c(=O)c2c1	-1	-32%	-1%	8%	?	4%	5%	-22%	-17%	-22%	3%
Cn1nnnc1SCC(=O)Nc1ccc(Oc2ccccc2)cc1	5	?	0%	-4%	?	22%	1%	-8%	3%	-10%	10%
Nc1nc(-c2ccc3c(c2)OCCO3)cs1	4	25%	3.5µM*	3.5µM*	?	7%	9%	3%	9.5µM*	19%	2%
CN1CCCCC1=NCCCn1cnc2c1c(=O)n(C)c(=O)n2C	-8	18%	2%	-6%	-3%	-5%	3%	-1%	3%	1%	-5%
CCOC(=O)c1c(C)oc2c1c(C(c1cccnc1)N1CCOCC1)c(O)c1ccccc12 (stereo not given)	-4	?	2%	2%	?	?	16%	16%	-20%	10%	-12%
CCOC(=O)c1c(NC(=O)Cn2cnc([N+](=O)[O-])n2)sc2c1CCC(C)C2 (stereo not given)	-14	-2%	-7%	-7%	-20%	-10%	7%	0%	1%	43%[activator]	-7%
CCOC(=O)Cn1c(CN2CCN(C(c3ccccc3)c3ccccc3)CC2)nc2c1c(=O)n(C)c(=O)n2C	13	-16%	-4%	-5%	?	10%	?	0%	1%	-13%	17%
COC(=O)CCN(C(=O)c1ccc(C)c([N+](=O)[O-])c1)c1ccccn1	21	?	-2%	0%	8%	-6%	1%	-1%	-2%	?	-2%
CCOC(=O)Cn1nc(C)c(NC(=O)COc2ccc([N+](=O)[O-])cc2)c1C	-12	-12%	3%	-6%	-11%	6%	19%	-7%	4%	10%	6%
COc1ccc(CCNc2oc(-c3ccc(OC)c(OC)c3)nc2C#N)cc1	0	-2%	2%	9%	?	-3%	4%	1%	-16%	?	2%
CN1CCN(S(=O)(=O)c2cccc(C(=O)Nc3cc(C(F)(F)F)ccc3N3CCCC3)c2)CC1	-27	/	-6%	-3%	10%	/	/	/	-1%	/	4%
Cc1coc(C)c1C(=O)CC1(O)C(=O)N(C)c2ccc(Cl)cc21 (stereo not given)	21	12%	-2%	1%	2%	-7%	-1%	-1%	0%	-17%	-1%
Cc1csc(NC(=O)c2cccc(Cn3nc(C)c(Br)c3C)c2)n1	-1	-26%	-2%	11%	?	-3%	1%	3%	?	2%	14%
O=C1c2ccccc2C(=O)N1CN(C(=O)c1ccccc1[N+](=O)[O-])c1ccc(F)cc1	-6	-3%	2%	-1%	-2%	-8%	?	1%	4%	0%	7%
CS(=O)(=O)N(CC(=O)N/N=C/c1ccccc1C(=O)O)c1cccc(Cl)c1Cl	-14	-8%	13%	-3%	6%	-3%	-9%	6%	4%	/	-4%
COc1ccc(NC(=S)N(CCN(C)C)C(C)c2ccco2)cc1 (stereo not given)	3	-37%	3%	2%	-7%	-9%	/	-1%	1%	-2%	-6%
Cc1ccc(C(=O)N2CCN(C3CCCCC3)CC2)s1	-11	-5%	1%	0%	8%	0%	-4%	8%	2%	-22%	15%
c1ccc(N=P(N2CCOCC2)(N2CCOCC2)N2CCOCC2)cc1	8	-14%	0%	0%	-3%	-7%	-6%	10%	2%	-2%	0%
O=C(CN1C(=O)C2CCCCN2C(=O)c2ccccc21)N1CCCc2ccccc21 (stereo not given)	-3	-11%	-8%	-3%	-11%	-1%	-8%	3%	6%	-5%	4%
COCC(C)n1c(C)cc(C(=O)CSc2nnnn2C2CCCC2)c1C (stereo not given)	0	/	?	?	?	/	/	/	4.3µM*	/	-3%
Cc1ccc(N=c2c([N+](=O)[O-])nn(-c3ccc4c(c3)OCCO4)n2O)c(Cl)c1	/	-42%	25%	?	?	-16%	/	-1%	?	?	4%
CN1C(=O)c2ccccc2C(C(=O)O)C1c1cccc(Cl)c1 (stereo not given)	8	-2%	-2%	0%	2%	-12%	2%[11.5 µM]	0%	7%	-2%	-4%
Cc1cccc(NC(=O)c2cc3c(n(-c4ccccc4)c2=O)CCCC3=O)n1	2	-4%	-4%	2%	10%	1%	7%	-21%	-1%[2.3 µM]	-14%	-4%
COc1ccc(S(=O)(=O)Nc2ccc3cn[nH]c3c2)cc1[N+](=O)[O-]	-10	/	7%	2%	-7%	/	/	/	3%	/	6%
CC(=O)N1c2ccc(S(=O)(=O)NCC3CCC(C(=O)NCc4ccc(C)cc4)CC3)cc2CC1C (stereo not given)	-48	41%	2%	-5%	-22%	-6%	-7%	/	0%	-9%	4%
Cn1c(=O)c2c(nc(CN3CCN(c4ccccc4)CC3)n2CCN2CCOCC2)n(C)c1=O	1	2%	-3%	7%	?	5%	-5%	5%	-1%	5%	-1%
COc1cccc(CNC(=O)N2CCN(S(=O)(=O)c3ccc(C)cc3)CC2)c1	-11	-26%	0%	0%	5%	-2%	-3%	11µM*	1%	10%	-5%
CCOc1ccc(CCNC(=O)COC(=O)COc2ccccc2C)cc1OCC	20	/	1%	-2%	10%	/	/	/	-1%	/	3%
CCCCCN(C(=O)CCC(=O)OCC(=O)N1CCCCC1C)c1c(N)n(CCCC)c(=O)[nH]c1=O (stereo not given)	8	12%	14%	2%	5%	5%	1%	-6%	4%	-16%	3%
Cc1cc(C)c(NC(N)=S)c(C)c1	12	?	-3%	1%	14%	-25%	-2%	1%	7%	/	5%
Cc1ccc(/C=C2/NC(=O)N(c3ccccc3)C2=O)o1	-5	-44%	?	26%	?	?	?	?	?	5%	1%
COCC(C)NC(=O)c1cc2cc(OC)ccc2[nH]1 (stereo not given)	8	43%	-1%	3%	-16%	1%	/	4%	?	/	-7%
Cc1cc([N+](=O)[O-])cc2c1NC(=O)C2(O)N1CCCC(C)C1 (stereo not given)	9	-6%	11%	1%	-7%	10%	?	/	-1%	13%	3%
COC(=O)CSc1nnc(CNC(=O)c2cccc(C)c2)n1-c1ccccc1OC	-1	-2%	1%	-3%	2%	-1%	0%	4%	6%	-2%	1%
C=CCn1c(SCC(=O)c2cc(C)n(CC3CCCO3)c2C)nnc1-c1ccccc1 (stereo not given)	-2	10%	5%	-6%	-11%	8%	-3%	2%	?	-18%	3%
CCN(Cc1nc2ccccc2c(=O)[nH]1)C(=O)COc1ccccc1Cc1ccccc1	9	/	-9%	-5%	-13%	/	/	/	1%	/	21%
CCOC(=O)C(Cc1ccccc1)NC(=O)CCCC(=O)c1ccccc1 (stereo not given)	14	-8%	-2%	2%	3%	1%	1%	/	-3%	15%	-1%
COc1ccccc1NC(=O)CN1C(=O)NC2(CCCc3ccccc32)C1=O (stereo not given)	2	/	0%	-3%	8%	/	/	/	-2%	/	4%
Cn1c(SCC(=O)Nc2ccc(Cl)cc2)nnc1C1CC1	1	-12%	1%	2%	21%	3%	-8%	-13%	0%	-11%	1%
COc1ccc(Br)cc1/C=N/Nc1ccccn1	-4	?	-11%	-5%	2%	?	3%	-2%	2%	?	-16%

Assay outcomes (PubChem)

A portion of the library; rates above refer to the full screens.
